GIRK2 activator – Activators of human GIRK2-containing channels. 34,000 tested, under 10 active. activation (% efficacy), % for hits at 37.5 µM. HEK293 GIRK2/NPY4 cells, thallium flux fluorescence. P48051;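 active means primary screen hit, no activity in plain HEK293 cells, and in GIRK2-only cells above 5% efficacy rising with concentration; inactive means the rest, including fluorescent compounds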;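 further: efficacy is normalized control-subtracted fluorescence 15 s after thallium addition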
Target sequence (P48051 whole entry, looked up): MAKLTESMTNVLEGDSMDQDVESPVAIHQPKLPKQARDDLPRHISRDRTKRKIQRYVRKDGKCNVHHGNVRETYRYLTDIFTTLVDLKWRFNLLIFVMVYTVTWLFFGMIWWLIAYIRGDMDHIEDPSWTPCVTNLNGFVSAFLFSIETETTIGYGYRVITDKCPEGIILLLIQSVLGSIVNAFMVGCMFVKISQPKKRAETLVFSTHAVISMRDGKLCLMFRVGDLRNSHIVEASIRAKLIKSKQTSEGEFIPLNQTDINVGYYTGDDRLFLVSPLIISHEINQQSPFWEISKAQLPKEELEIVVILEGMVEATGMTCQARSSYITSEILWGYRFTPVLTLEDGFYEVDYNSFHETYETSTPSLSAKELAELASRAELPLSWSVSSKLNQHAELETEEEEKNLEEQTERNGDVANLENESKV
Calls only.

Screening Cn1c(-c2cccs2)nn(CCNC(=O)C2COc3ccccc3O2)c1=O (configuration not stated) returned GIRK2 activator inactive.
`O=C(COc1ccccc1F)N1CC(C(=O)N2CCn3c2nc2ccccc23)C1` gave GIRK2 activator inactive.
COc1cc(NC(=O)c2nnn(-c3cc(C)ccc3OC)c2C)cc(OC)c1 was read as GIRK2 activator inactive.
Screening COc1ccc(S(=O)(=O)CCC(=O)N2CCN(c3nc4c(OC)cccc4s3)CC2)cc1 returned GIRK2 activator inactive.
Screening Cc1nc(-c2cccs2)c(CCC(=O)Nc2ccc(C)c(C)c2)s1 returned GIRK2 activator inactive.
COc1ccc(-c2cc(C(=O)Nc3ccccc3)c3c(C)nn(C4CCS(=O)(=O)C4)c3n2)cc1 (configuration not stated) was read as GIRK2 activator inactive.
Screening O=C(Nc1ccccc1)C1CCN(Cc2nncn2C2CCCC2)CC1 returned GIRK2 activator inactive.
Screening CCOC(=O)c1c(SCC(=O)Nc2ccc(NC(C)=O)cc2)nc(=O)[nH]c1C returned GIRK2 activator inactive.
`Cc1ccc(C)c(S(=O)(=O)NCCOc2ccc3nnc(C)n3n2)c1` gave GIRK2 activator inactive.
For NS(=O)(=O)c1ccc(CCNC(=O)C(=O)Nc2ccc3c(c2)OCO3)cc1 the results were GIRK2 activator inactive.
Screening O=C1CSC(=O)N1CCNc1ccccc1 returned GIRK2 activator inactive.
CCOc1ccc(NC(=O)C(=O)NCCCN2CCCC2=O)cc1 was read as GIRK2 activator inactive.
For COc1ccc(-c2nnc(NC(=O)CCSc3ccc(Cl)cc3)o2)cc1OC the results were GIRK2 activator inactive.
For CN1CCCCC1CSc1nnc2ccc(-c3ccccn3)nn12 (configuration not stated) the results were GIRK2 activator inactive.
For COc1ccc(S(=O)(=O)CCCC(=O)Nc2nnc(-c3cc(OC)c(OC)c(OC)c3)o2)cc1 the results were GIRK2 activator inactive.
Screening CCCC(CCC)C(=O)N1CCN(c2nccn2CC)CC1 returned GIRK2 activator inactive.
Cc1oc(-c2ccccc2)nc1COC(=O)c1nnn(-c2cccc(Cl)c2)c1C was read as GIRK2 activator inactive.
Cc1ccsc1C(O)CNC(=O)c1c(F)cccc1Cl (configuration not stated) was read as GIRK2 activator inactive.
Screening COc1cc(OC)c(-c2cc(C(=O)O)c3[nH]c(C)nc3n2)cc1OC returned GIRK2 activator inactive.
Screening CC(C)(C)n1ncc2c(=O)n(CCC(=O)O)cnc21 returned GIRK2 activator inactive.

Quoted at random: five entries already listed, in no set order.
Screening CC(C)(C)n1ncc2c(=O)n(CCC(=O)O)cnc21 returned GIRK2 activator inactive.
Screening CCOC(=O)c1c(SCC(=O)Nc2ccc(NC(C)=O)cc2)nc(=O)[nH]c1C returned GIRK2 activator inactive.
Screening COc1ccc(S(=O)(=O)CCC(=O)N2CCN(c3nc4c(OC)cccc4s3)CC2)cc1 returned GIRK2 activator inactive.
For COc1ccc(S(=O)(=O)CCCC(=O)Nc2nnc(-c3cc(OC)c(OC)c(OC)c3)o2)cc1 the results were GIRK2 activator inactive.
Screening Cc1nc(-c2cccs2)c(CCC(=O)Nc2ccc(C)c(C)c2)s1 returned GIRK2 activator inactive.

(continued)
Screening CC(C)C(=O)Nc1ccc(S(=O)(=O)NCC2CCN(C3CCCC3)CC2)cc1 returned GIRK2 activator inactive.
`CONC(=O)C1CN(c2nc3c(C(F)(F)F)cccc3s2)C1` gave GIRK2 activator inactive.
For CCCCOc1cccc(C(=O)Nc2nnc(-c3ccc(OC)c(OC)c3)o2)c1 the results were GIRK2 activator inactive.
`O=C(CSc1nc(=O)n(CCCO)c2c1CCC2)NC1CCCC1` gave GIRK2 activator inactive.
`O=C(CS(=O)(=O)Cc1ccccc1)Nc1nc2ccc(Br)cc2s1` gave GIRK2 activator inactive.
CCOC(=O)N1CCC(NC(=O)C2CCCN(c3ccc(Sc4ccc(C)cc4)nn3)C2)CC1 (configuration not stated) was read as GIRK2 activator inactive.
Screening COc1ccc(S(=O)(=O)NCCN2CCOC(c3ccccc3)C2)cc1F (configuration not stated) returned GIRK2 activator inactive.
Screening O=C(CS(=O)(=O)Cc1ccccc1)N1CCN(c2ccccc2)CC1 returned GIRK2 activator inactive.
For COc1ccc(-c2ccc(=O)n(CCCC(=O)Nc3ccccc3C(N)=O)n2)cc1 the results were GIRK2 activator inactive.
Cc1cc(NC(=O)C2CCN(S(=O)(=O)c3ccc(Cl)s3)CC2)n(C(C)C)n1 was read as GIRK2 activator inactive.
`O=C(CCc1ccccc1)NC1CCS(=O)(=O)C1` (configuration not stated) gave GIRK2 activator inactive.
Screening COc1ccc(S(=O)(=O)CC(=O)Nc2cccc3ccccc23)cc1 returned GIRK2 activator inactive.
Screening O=C1SC(Nc2ccc(F)cc2)C(=O)N1c1ccc(F)cc1 (configuration not stated) returned GIRK2 activator inactive.
O=C(NCc1cccc2ccccc12)Nc1ccc(Cl)c(N2CCCS2(=O)=O)c1 was read as GIRK2 activator inactive.
COCCN1CCC(CNS(=O)(=O)c2cc(Cl)ccc2Cl)CC1 was read as GIRK2 activator inactive.
Screening Cc1cccc(N2CCN(C(=O)c3snc(-c4cccc(F)c4)c3N)CC2)c1 returned GIRK2 activator inactive.
For Cn1nc(-c2ccc(F)cc2)cc1C(=O)N1Cc2nn(C(C)(C)C)c(-n3cccc3)c2C1 the results were GIRK2 activator inactive.
COc1ccc(N2CCCS2(=O)=O)cc1NC(=O)C(=O)NCCCc1ccccc1 was read as GIRK2 activator inactive.
Screening CCOc1ccccc1NC(=O)CN1CCN(c2ncnc3c2nnn3C)CC1 returned GIRK2 activator inactive.
`COc1ccc(-c2nnc(NC(=O)Cc3cccc4ccccc34)o2)cc1OC` gave GIRK2 activator inactive.

Continued; the last 5 above are carried over.
Screening Cc1cccc(N2CCN(C(=O)c3snc(-c4cccc(F)c4)c3N)CC2)c1 returned GIRK2 activator inactive.
For Cn1nc(-c2ccc(F)cc2)cc1C(=O)N1Cc2nn(C(C)(C)C)c(-n3cccc3)c2C1 the results were GIRK2 activator inactive.
COc1ccc(N2CCCS2(=O)=O)cc1NC(=O)C(=O)NCCCc1ccccc1 was read as GIRK2 activator inactive.
Screening CCOc1ccccc1NC(=O)CN1CCN(c2ncnc3c2nnn3C)CC1 returned GIRK2 activator inactive.
`COc1ccc(-c2nnc(NC(=O)Cc3cccc4ccccc34)o2)cc1OC` gave GIRK2 activator inactive.
`COc1ccc(-c2nnc(SCC(=O)Nc3ccccc3)n2N)cc1OC` gave GIRK2 activator inactive.
Screening CC(=O)N1CCN(S(=O)(=O)c2ccc(C(=O)Nc3nnc(C)s3)cc2)CC1 returned GIRK2 activator inactive.
CC(C)(Oc1ccc(Cl)cc1)C(=O)NCCNc1ccc(Nc2ccccn2)nn1 was read as GIRK2 activator inactive.
For C=CCN(CC=C)C(=O)Cn1c(C2CC(=O)N(c3ccc(OC)cc3)C2)nc2ccccc21 (configuration not stated) the results were GIRK2 activator inactive.
For COCC(=O)N1CCC(CN2CCN(C)CC2C)CC1 (configuration not stated) the results were GIRK2 activator inactive.
COc1nn(C)cc1-c1nnc(SCC(=O)Nc2ccc3c(c2)OCO3)n1C was read as GIRK2 activator inactive.
`CN(C)C(CNC(=O)c1cc2ccccc2oc1=O)c1cccn1C` (configuration not stated) gave GIRK2 activator inactive.
For COc1cccc(C(CNC(=O)Nc2ccccc2C(F)(F)F)N2CCOCC2)c1 (configuration not stated) the results were GIRK2 activator inactive.
For CCOc1ccc(CC(=O)NCCCn2cccc2)cc1 the results were GIRK2 activator inactive.
`Cc1ccccc1Oc1ccc(S(=O)(=O)NCc2ccccn2)cc1` gave GIRK2 activator inactive.
`O=S(=O)(NCC(O)Cc1ccccc1)c1ccc(Cl)cc1` (configuration not stated) gave GIRK2 activator inactive.
`COCCn1cnc2c(-c3ccccc3)cn(CC(=O)Nc3cc(OC)ccc3OC)c2c1=O` gave GIRK2 activator inactive.
`O=C(Cc1csc(SCC(=O)c2ccccc2)n1)Nc1ccccc1` gave GIRK2 activator inactive.
Screening Cc1ccc(-c2cc3c(SCC(=O)Nc4c(C)cc(C)cc4C)nccn3n2)cc1 returned GIRK2 activator inactive.
Screening COc1ccccc1OCC(=O)Nc1ccc(CC(N)=O)cc1 returned GIRK2 activator inactive.
Screening CCn1c(C(CNc2ccccc2)CC(=O)O)nc2ccccc21 (configuration not stated) returned GIRK2 activator inactive.
Screening CC(=O)Nc1ccc(NC(=O)c2cnc3c(c(C)nn3-c3ccccc3)c2Cl)cc1 returned GIRK2 activator inactive.
`COc1ccc(OC)c(NC(=O)CSc2ccc(NC(=O)c3cccs3)nn2)c1` gave GIRK2 activator inactive.
CCc1ccc(S(=O)(=O)N2CCN(c3ccc4nnc(C)n4n3)CC2)s1 was read as GIRK2 activator inactive.
For CCCCN(C)S(=O)(=O)c1ccc(C(=O)Nc2ccc3ncsc3c2)cc1 the results were GIRK2 activator inactive.
For O=C(c1c(F)cccc1F)N1CCN(c2ccc(Nc3ccncc3)nn2)CC1 the results were GIRK2 activator inactive.
For CCCNC(=O)c1c(N)n(-c2ccc(OC)cc2)c2nc3ccccc3nc12 the results were GIRK2 activator inactive.
Screening Cc1cccc(C)c1NC(=O)Cc1csc(SCC(=O)c2ccccc2)n1 returned GIRK2 activator inactive.
`CCCCCCSc1nnc(C)c(=O)[nH]1` gave GIRK2 activator inactive.
CCOC(=O)C1=C(CS(=O)(=O)c2ccc(F)cc2)NC(=O)NC1c1ccc(OC)cc1OC (configuration not stated) was read as GIRK2 activator inactive.
`COc1ccc(Cl)cc1NC(=O)Nc1ccc2c(c1)N(C(=O)c1ccccc1)CCC2` gave GIRK2 activator inactive.
Cc1onc(C(C)(C)C)c1C(=O)O was read as GIRK2 activator inactive.
For O=S(=O)(c1ccc(F)c(Cl)c1)N1CCN(c2ccc3nncn3n2)CC1 the results were GIRK2 activator inactive.
`Cc1nc2ccc(NC(=O)c3cccc(S(=O)(=O)C(C)C)c3)cc2s1` gave GIRK2 activator inactive.
`CC(C)Cn1c(SCC(=O)Nc2cccc(Cl)c2)nc2ccsc2c1=O` gave GIRK2 activator inactive.
Screening Cc1ccnc(NC(=O)Cc2cc(-c3ccc(Cl)cc3)on2)n1 returned GIRK2 activator inactive.
`O=C(NCCOc1ccc(-c2cccs2)nn1)c1cccc2ccccc12` gave GIRK2 activator inactive.
For COCCNC(=O)C(=O)NCCN1CCOC(c2ccccc2)C1 (configuration not stated) the results were GIRK2 activator inactive.
`COC(=O)c1ccccc1NC(=O)Cn1cc(-c2ccccc2)c(N(C)C)n1` gave GIRK2 activator inactive.
Screening CN(C)S(=O)(=O)CCCOc1ccc2c(c1)OCO2 returned GIRK2 activator inactive.
For COc1cc(C)c(C)cc1S(=O)(=O)NCCC(O)C(C)(C)C (configuration not stated) the results were GIRK2 activator inactive.
Cn1c(-c2ccccn2)nn(CCNC(=O)c2ccc(=O)[nH]c2)c1=O was read as GIRK2 activator inactive.
Screening CC(=O)Nc1ccc(C(=O)NCCNC(=O)c2sc(C)nc2C)cc1 returned GIRK2 activator inactive.
`Cc1cc(C)n(-c2nc3c(c(=O)n(CC(N)=O)c(=O)n3C)n2Cc2ccccc2F)n1` gave GIRK2 activator inactive.
For O=C(NCC1CCN(C2CCCC2)CC1)c1c(F)cccc1Cl the results were GIRK2 activator inactive.
Screening CCc1ccc(OCC(O)Cn2c(C3CC(=O)N(c4ccccc4C)C3)nc3ccccc32)cc1 (configuration not stated) returned GIRK2 activator inactive.
Screening COc1ccccc1N1CCN(C(=O)CCCCn2c(=O)[nH]c3ccccc3c2=O)CC1 returned GIRK2 activator inactive.
COc1ccc(-c2c(NC(=O)c3cccs3)n(-c3ccc(C)c(C)c3)nc(C)c2=O)cc1 was read as GIRK2 activator inactive.
Screening COc1ccc(-c2ccc(N3CCN(C(=O)c4cnn(-c5ccccc5)n4)CC3)nn2)cc1 returned GIRK2 activator inactive.
O=C(NCC1CCN(C(=O)Oc2ccccc2)CC1)Nc1ccc(C(F)(F)F)cc1 was read as GIRK2 activator inactive.
O=c1c2nnn(-c3ccccc3)c2ncn1Cc1nc(-c2ccc3c(c2)OCO3)no1 was read as GIRK2 activator inactive.
CCC(C)NC(=O)Cn1c(=O)n(CC(=O)NCc2ccco2)c(=O)c2sccc21 (configuration not stated) was read as GIRK2 activator inactive.
`Cc1ccc(C)c(Sc2cc(N3CCC(C(=O)N4CCCC4)CC3)ncn2)c1` gave GIRK2 activator inactive.
`CN1CC(NC(=O)c2cc(-c3ccco3)[nH]n2)CC1=O` (configuration not stated) gave GIRK2 activator inactive.
`CC(C)(C)n1nc2c(c1-n1cccc1)CN(C(=O)c1cnn(-c3ccccc3)n1)C2` gave GIRK2 activator inactive.
Screening Cc1c(C(=O)NCc2ccccc2Cl)nnn1-c1ccc(F)cc1 returned GIRK2 activator inactive.
`Cc1nnc(C2CCN(CC(=O)Nc3ccc(C)c(Cl)c3)CC2)s1` gave GIRK2 activator inactive.
Screening N#CC1=Cc2ccc(-c3ccccc3)n2C1=N returned GIRK2 activator inactive.
For COc1ccccc1Cc1noc(C2CN(CC(=O)Nc3cccc(C(F)(F)F)c3)C2)n1 the results were GIRK2 activator inactive.
For CN(C)C(=O)Cc1ccc(NC(=O)CSc2ccc(F)cc2)cc1 the results were GIRK2 activator inactive.
Screening Cc1nnsc1C(=O)N1CCC(CNC(=O)NC(c2ccccc2)c2ccccc2)CC1 returned GIRK2 activator inactive.
COC(=O)c1ccc(NC(=O)CC2SC(=O)N(CC(=O)c3ccccc3)C2=O)cc1 (configuration not stated) was read as GIRK2 activator inactive.

The list is partial. The share of hits here may be higher or lower than overall.
